# DUSP3 inh – VHR1 phosphatase inhibitors, primary screen, biochemical, absorbance, uHTS; inhibition, % at 13.3 µM; recombinant VHR phosphatase, pNPP absorbance; 290,000 compounds, 0.52% hits; Dual specificity protein phosphatase 3 (Homo sapiens), P51452; AID 1654, 2009; in the data active = inhibition above about 50%; also: some compounds called inactive have numbers as strong as hits
# Target sequence (P51452 whole entry, looked up): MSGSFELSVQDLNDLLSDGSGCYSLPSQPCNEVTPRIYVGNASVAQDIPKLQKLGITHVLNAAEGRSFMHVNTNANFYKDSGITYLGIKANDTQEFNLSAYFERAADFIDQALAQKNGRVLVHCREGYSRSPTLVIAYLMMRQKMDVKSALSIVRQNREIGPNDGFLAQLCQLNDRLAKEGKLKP
# FadD28 FP inh – inhibitors of FadD28 bisubstrate probe binding, primary screen, biochemical, fluorescence polarization, single point | inhibition, % at 12.5 µM | 360,000 compounds, 0.22% hits | AID 588549, 2011 | Mycobacterium tuberculosis FadD28 fatty-acid-AMP ligase; in the data active = inhibition above about 8.5%, passing the limit was not always enough; inconclusive = no clear call, values can overlap the other calls
# GDH-TPI counter – GDH-TPI coupling enzyme inhibitors, primary screen, artefact control for M. tuberculosis FBA inhibitor project, biochemical, absorbance, full deck; GDH-TPI coupled enzyme counterscreen, NADH absorbance; inhibition, % at 4.8 µM; 360,000 compounds, 1.2% hits; AID 588335, 2011;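 also: 0% = DMSO wells and 100% = wells lacking the enzyme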
# Mtb BioA inh – M. tuberculosis BioA enzyme inhibitors, primary screen, biochemical, plate reader, single point, HTS | 7,8-diaminopelargonic acid synthase BioA (Mycobacterium tuberculosis) | purified M. tuberculosis BioA enzyme | inhibition, % at 9.99 µM | 360,000 compounds, 0.096% hits | AID 602481, 2012; in the data active = inhibition above about 40%; inconclusive = no clear call, values can overlap the other calls
# Rv3671c protease – Rv3671c serine protease inhibitors, primary screen, biochemical, fluorescence polarization, M. tuberculosis H37Rv; P9WHR9; inhibition, % at 5.96 µM; 320,000 compounds, 0.048% hits; in the data active = inhibition above about 38%;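 also: extracellular domain of Rv3671c used as enzyme; 0% = enzyme with DMSO and 100% = no enzyme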
# CCHF vOTU inh – CCHFV vOTU protease inhibitors, primary screen, biochemical, Pep-AMC substrate, fluorescence; Crimean-Congo hemorrhagic fever virus L polyprotein viral ovarian tumor (vOTU) protease …; 370,000 compounds, 0.55% hits; inhibition, % at 11.5 µM; AID 651958, 2012; also: 0% = vehicle wells with enzyme and 100% = no enzyme wells
# FBA Mtb inh – Mtb FBA enzyme inhibitors, primary screen, biochemical, fluorescence, strain H37Rv | purified M. tuberculosis FBA, fluorescence read-out | inhibition, % at 1 µM | Fructose-bisphosphate aldolase (Mycobacterium tuberculosis (strain ATCC 25618 / H37Rv)), … | 360,000 compounds, 2.3% hits; in the data active = inhibition above about 27%;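 also: 0% = vehicle and 100% = reference inhibitor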
# MazEF act – activators of E. coli MazEF toxin-antitoxin RNase, primary screen, biochemical, fluorescence, uHTS | Endoribonuclease toxin MazF (Escherichia coli (strain K12)), P0AE70 | activation, % at 20 µM | AID 504720, 2011 | 350,000 compounds, 0.32% hits | FAM/BHQ RNA-DNA oligo cleavage fluorescence, 5 h; in the data active = activation above about 50%
# Target sequence (P0AE70 whole entry, looked up): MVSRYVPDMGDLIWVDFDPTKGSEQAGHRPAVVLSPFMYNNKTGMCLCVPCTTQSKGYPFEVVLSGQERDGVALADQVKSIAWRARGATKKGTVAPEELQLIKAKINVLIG
# BoNT F protease – BoNT/F light chain protease inhibitors, primary screen, biochemical, flow cytometry, MLPCN library. Multiplex microsphere protease cleavage assay. Botulinum neurotoxin type F light chain protease (Clostridium botulinum). inhibition, % at 10 µM. 360,000 compounds, 0.22% hits; in the data active = inhibition above about 35%, passing the limit was not always enough; inconclusive = no clear call, values can overlap the other calls; also: plate controls were buffer without enzyme for full effect and enzyme alone for no effect
# UGM FP inh – M. tuberculosis UGM enzyme inhibitors, primary screen, biochemical, fluorescence polarization, single point; purified UGM, fluorescence polarization probe displacement; inhibition, % at 10 µM; UDP-galactopyranose mutase (Mycobacterium tuberculosis (strain ATCC 25618 / H37Rv)), …; 320,000 compounds, 0.06% hits; in the data active = inhibition above about 10%, passing the limit was not always enough; inconclusive = no clear call, values can overlap the other calls
# Target sequence (P9WIQ1 whole entry, looked up): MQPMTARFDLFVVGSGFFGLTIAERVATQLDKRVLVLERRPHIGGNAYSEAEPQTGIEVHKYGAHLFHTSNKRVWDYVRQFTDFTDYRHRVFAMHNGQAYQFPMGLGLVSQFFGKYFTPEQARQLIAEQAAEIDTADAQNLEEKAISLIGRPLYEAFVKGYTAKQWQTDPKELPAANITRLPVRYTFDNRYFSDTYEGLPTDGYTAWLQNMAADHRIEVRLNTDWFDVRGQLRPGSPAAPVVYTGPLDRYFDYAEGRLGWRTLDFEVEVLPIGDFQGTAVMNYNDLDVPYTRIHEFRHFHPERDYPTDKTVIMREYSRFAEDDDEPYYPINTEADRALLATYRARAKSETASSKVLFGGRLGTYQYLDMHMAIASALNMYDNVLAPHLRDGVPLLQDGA
# Numbers without * were called inactive; ? = inconclusive; · = not tested or not shown. Rule as the data show it, unless noted: active = inhibition above about 30%; inactive = the rest. This is a random part of the collection (roughly 4.9% active in at least one column).
SMILES,DUSP3 inh,FadD28 FP inh,GDH-TPI counter,Mtb BioA inh,Rv3671c protease,CCHF vOTU inh,FBA Mtb inh,MazEF act,BoNT F protease,UGM FP inh
COC(=O)c1cc(S(=O)(=O)N2CCN(c3ccccc3)CC2)c[nH]1,13,-3.5,-4,0.1,0,-1,0,7,-9,-0.5
CSCC[C@H](NC(=O)C1CCN(C(=O)[C@H](Cc2ccccc2)NS(=O)(=O)c2ccc(C)cc2)CC1)C(=O)O,2,-1.2,-5,0.2,3,-13,4,0,6,-0.9
CCOC(=O)Nc1cccc(OCC(=O)Nc2ccc(OC)cc2OC)c1,·,-1.0,4,-0.1,-7,-11,-8,-5,5,-3.0
O=S(=O)(c1ccccc1)N1CCN(c2nnnn2-c2ccccc2)CC1,0,0.2,-1,0.1,7,7,-2,-15,-1,2.1
NC(=O)c1ccccc1Br,16,-3.5,10,-0.4,3,-5,0,0,-3,0.4
O=C(Nc1ccc(N2CCN(C(=O)c3ccccc3F)CC2)cc1)c1cncc(Br)c1,18,1.1,12,0.2,4,0,0,2,-10,0.2
Nc1ccccc1SSc1ccccc1N,12,-3.0,7,-1.2,8,-13,1,4,?,-2.2
CCCCn1c(C(C)NC(=O)CC)nc2ccccc21 (configuration not stated),2,-2.3,-1,-0.8,-8,3,-4,9,-5,1.6
COc1ccccc1NC(=O)C1CCCN(C(=O)Nc2ccc(F)cc2)C1 (configuration not stated),2,0.9,5,5.7,10,4,2,0,0,1.5
Cc1ccc(S(=O)(=O)C2(C(=O)NCCc3ccccc3)CC2)cc1,-1,-1.2,-10,-0.7,-7,4,-1,4,-24,0.5
CC(=O)c1c(C)[nH]c(C(=O)Nc2ccc(Cl)cc2)c1C,6,-0.7,1,1.8,-6,8,2,1,-8,1.3
CC(C(=O)N1CCc2ccccc2C1)N(c1ccccc1)S(C)(=O)=O (configuration not stated),4,-1.9,3,-0.9,-2,-3,-1,7,-3,-1.3
CC(=O)c1cccc(-n2nnnc2SCC(=O)Nc2ccccc2N2CCCCC2)c1,8,0.3,2,-0.1,-4,11,0,-1,8,-1.5
CN(C)c1ccc(CNc2ccccn2)cc1,2,-0.8,3,-2.1,6,-3,0,6,-2,-1.6
COc1ccc2[nH]c3c(c2c1)CCN1C(=O)C(CC(=O)NCc2ccco2)C[C@H](C(=O)N2CCCCC2)[C@@]31C (some centres not stated),·,-2.6,-4,-0.4,·,-4,-3,6,-8,·

# Looked up by structure from the entries so far (two):
SMILES,DUSP3 inh,FadD28 FP inh,GDH-TPI counter,Mtb BioA inh,Rv3671c protease,CCHF vOTU inh,FBA Mtb inh,MazEF act,BoNT F protease,UGM FP inh
COc1ccccc1NC(=O)C1CCCN(C(=O)Nc2ccc(F)cc2)C1 (configuration not stated),2,0.9,5,5.7,10,4,2,0,0,1.5
COC(=O)c1cc(S(=O)(=O)N2CCN(c3ccccc3)CC2)c[nH]1,13,-3.5,-4,0.1,0,-1,0,7,-9,-0.5

# (list continues)
SMILES,DUSP3 inh,FadD28 FP inh,GDH-TPI counter,Mtb BioA inh,Rv3671c protease,CCHF vOTU inh,FBA Mtb inh,MazEF act,BoNT F protease,UGM FP inh
COc1ccc(C2=NOC(Cn3nc(C(=O)NCc4ccc5c(c4)OCO5)cc3-c3ccccc3)C2)cc1 (configuration not stated),·,-0.1,4,-2.2,-18,13,2,-5,-1,-3.3
Cc1ccccc1OCCn1cnc2c(N)ncnc21,9,-1.6,21,-1.6,-8,-9,-3,-1,-6,-3.7
O=C(Cn1c(=S)[nH]c2ccccc2c1=O)NCCc1ccccc1,-3,-6.7,2,·,-2,-9,-4,4,0,-0.1
N#CC(c1ccc([N+](=O)[O-])cc1)C(CC(=O)c1ccccc1)c1ccccc1 (configuration not stated),·,·,-5,-0.6,·,5,-3,4,-1,·
Cc1onc(-c2ccccc2Cl)c1C(=O)N(Cc1ccc(N(C)C)cc1)C(C)C,·,-2.4,3,0.6,-1,-11,-3,4,6,0.7
O=C(Nc1c(C(=O)N2CCOCC2)cnn1-c1ccccc1)c1ccccc1F,20,·,0,-0.5,3,9,0,-2,-2,-3.1
COc1ccc2[nH]c(O)c(N=NC(=N)N)c2c1,4,-0.8,18,·,-8,-6,4,4,-6,-0.4
Cc1nn(Cc2ccc(F)cc2)c(C)c1NC(=O)C1c2ccccc2Oc2ccccc21,25,-1.7,1,-1.1,-18,16,1,-12,-5,3.6
CC(C)c1ccc(CN2C(=O)c3ccccc3S2(=O)=O)cc1,2,-4.7,3,0.0,5,-1,0,3,-10,-1.0
CCCNC(=O)N1CCN(S(=O)(=O)c2ccc(C)cc2)CC1,2,-1.0,10,0.4,15,-4,-1,2,-6,0.7
CCn1c(SCC(=O)NC2CCCCC2)nc2c(c1=O)SCC2,6,-0.1,1,8.4,-2,-3,0,5,2,-0.9
COc1cccc(/C=C/C(=O)OCC(=O)NCc2ccco2)c1,4,-0.4,10,0.9,8,6,19,0,2,5.1
COc1ccc(CCNC(=O)c2c(Cl)ccc(Cl)c2OC)cc1OC,17,-1.3,6,0.4,9,-10,3,1,13,-0.1

# As a short view, part of the list above:
SMILES,DUSP3 inh,FadD28 FP inh,GDH-TPI counter,Mtb BioA inh,Rv3671c protease,CCHF vOTU inh,FBA Mtb inh,MazEF act,BoNT F protease,UGM FP inh
COc1ccc2[nH]c3c(c2c1)CCN1C(=O)C(CC(=O)NCc2ccco2)C[C@H](C(=O)N2CCCCC2)[C@@]31C (some centres not stated),·,-2.6,-4,-0.4,·,-4,-3,6,-8,·
COc1ccc(C2=NOC(Cn3nc(C(=O)NCc4ccc5c(c4)OCO5)cc3-c3ccccc3)C2)cc1 (configuration not stated),·,-0.1,4,-2.2,-18,13,2,-5,-1,-3.3
Cc1ccccc1OCCn1cnc2c(N)ncnc21,9,-1.6,21,-1.6,-8,-9,-3,-1,-6,-3.7
O=C(Cn1c(=S)[nH]c2ccccc2c1=O)NCCc1ccccc1,-3,-6.7,2,·,-2,-9,-4,4,0,-0.1
N#CC(c1ccc([N+](=O)[O-])cc1)C(CC(=O)c1ccccc1)c1ccccc1 (configuration not stated),·,·,-5,-0.6,·,5,-3,4,-1,·
Cc1onc(-c2ccccc2Cl)c1C(=O)N(Cc1ccc(N(C)C)cc1)C(C)C,·,-2.4,3,0.6,-1,-11,-3,4,6,0.7
O=C(Nc1c(C(=O)N2CCOCC2)cnn1-c1ccccc1)c1ccccc1F,20,·,0,-0.5,3,9,0,-2,-2,-3.1
COc1ccc2[nH]c(O)c(N=NC(=N)N)c2c1,4,-0.8,18,·,-8,-6,4,4,-6,-0.4
Cc1nn(Cc2ccc(F)cc2)c(C)c1NC(=O)C1c2ccccc2Oc2ccccc21,25,-1.7,1,-1.1,-18,16,1,-12,-5,3.6
CC(C)c1ccc(CN2C(=O)c3ccccc3S2(=O)=O)cc1,2,-4.7,3,0.0,5,-1,0,3,-10,-1.0
CCCNC(=O)N1CCN(S(=O)(=O)c2ccc(C)cc2)CC1,2,-1.0,10,0.4,15,-4,-1,2,-6,0.7
CCn1c(SCC(=O)NC2CCCCC2)nc2c(c1=O)SCC2,6,-0.1,1,8.4,-2,-3,0,5,2,-0.9
COc1cccc(/C=C/C(=O)OCC(=O)NCc2ccco2)c1,4,-0.4,10,0.9,8,6,19,0,2,5.1
COc1ccc(CCNC(=O)c2c(Cl)ccc(Cl)c2OC)cc1OC,17,-1.3,6,0.4,9,-10,3,1,13,-0.1
